# Bioassay records from PubChem BioAssay.
# PLAP inhibitors HTS – inhibition of human placental alkaline phosphatase – biochemical, luminescence, HTS (AID 690) | purified PLAP, luminescent substrate; higher % means a stronger effect | one-dose inhibition, % at 20 µM; IC50 in µM for titrated hits | 0.08% of 96,000 active; in the data active means a potency from the dose series; inactive means the rest, 99 in 100 with inhibition below about 30%; further: strong numbers were not always called active
# NFkB transloc pot – enhances IL-1B driven NFkB nuclear translocation. 0.3% of 94,000 active. AID 819. activation, % at 2 µM. HUVEC IL-1B NFkB p65 nuclear translocation imaging;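 active means activation above 40%, about the mean plus 3 SD, also judged a hit on visual image review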;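 further: percent activation is computed from the nuclear over cytoplasmic p65 intensity ratio; values of inactives mirror those of a sister screen read the other way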
# Bcl-B displacement – displacers of TR3 peptide from Bcl-B, primary screen, selectivity assay for Bfl-1 inhibitor project, biochemical, fluorescence polarization | FP displacement of FITC-TR3 peptide from Bcl-B; higher % means a stronger effect | displacement, % at 20 µM, or IC50 in µM where a hit was titrated | 0.11% of 96,000 active | AID 748;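 active means displacement above 50% at 20 µM plus a fluorescence interference ratio under 1.5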;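 further: plate controls were wells without compound for no effect and wells lacking Bcl-B protein for full effect; a part of the inactive calls stands beside numbers as strong as those of hits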
# MRP reversal – MRP-mediated drug resistance reversal; 0.04% of 85,000 active; differential viability (reversal), % at 10 µM; H69AR cells + 2 uM doxorubicin, CellTiter-Glo, 72 h; AID 602;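 active means viability drop by adding the cancer drug above about 55%, with treated viability meeting a 40% cutoff, limit read from the data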;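 further: viability without doxorubicin minus viability with 2 µM doxorubicin for each compound; larger differential means the compound sensitizes cells more to doxorubicin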
# NFkB transloc inh – blocks IL-1B driven NFkB nuclear translocation in HUVEC cells; HUVEC IL-1B NFkB p65 nuclear translocation imaging; inhibition, % at 2 µM; 0.43% of 94,000 active;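 active means inhibition above about 30% together with a positive call from visual inspection of the well image, limit read from the data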;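 further: nuclear over cytoplasmic p65 intensity ratio measured by imaging; 0% = IL-1B stimulated DMSO wells and 100% = unstimulated DMSO wells; values of inactives mirror those of a sister screen read the other way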
# MRP reversal cytotoxicity – second read-out of MRP reversal, no call of its own (marks repeat the call); viability, %; H69AR cells, CellTiter-Glo, 72 h; measured here: cytotoxicity without doxorubicin
# MRP reversal with doxorubicin – second read-out of MRP reversal, no call of its own (marks repeat the call); viability, %; measured here: viability with 2 uM doxorubicin; hits give low values
# NFkB transloc inh cell count 2 µM – further read-out of NFkB transloc inh, marked with its call; cell count; measured here: cells passing quality filter;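 raw number of nuclei counted in each imaged well without normalization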
# NFkB transloc pot cell count 2 µM – also measured in NFkB transloc pot; calls as there; cell count; measured here: cells passing quality filter
# Starred values were filed as active, the others as inactive; / = no result given. Only part of the results is shown (hit frequency here may not be typical).
compound | Bcl-B displacement | MRP reversal cytotoxicity | PLAP inhibitors HTS | NFkB transloc pot | MRP reversal with doxorubicin | MRP reversal | NFkB transloc inh | NFkB transloc inh cell count 2 µM | NFkB transloc pot cell count 2 µM
COCCN1C=C(C(=O)OC)C(c2cc(Br)c(OC)c(OC)c2)C(C(=O)OC)=C1 | -5% | 64 | -84% | 5 | 92 | -28 | -5 | 188 | 188
Cc1ccnn2cc3c(=O)n(C)c(=O)n(C)c3c12 | -9% | / | -2% | 1 | / | / | -1 | 131 | 131
O=C(c1ccco1)N1CCCN(C(=O)c2ccco2)CC1 | -16% | 95 | 19% | 3 | 106 | -11 | -2 | 129 | 129
O=C(CN1CCN(Cc2ccccc2F)C1=O)NCc1ccco1 | 0% | 96 | -102% | / | 101 | -5 | / | / | /
O=C(O)CSc1nnc(Cn2cnc3ccccc32)n1CCc1ccccc1 | 8% | 98 | -47% | -6 | 95 | 3 | 6 | 106 | 106
COc1ccc(N(C)C(=O)c2cnc(N3CCN(c4ncccn4)CC3)c3ccccc23)cc1 | 8% | 62 | -27% | 3 | 75 | -14 | -3 | 171 | 171
COc1ccccc1-c1nnc(SCC(=O)c2ccc(C3CCCCC3)cc2)n1Cc1ccco1 | -96% | 89 | -30% | 13 | 89 | 1 | -13 | 146 | 146
O=C(c1ccco1)N1CCN(CC(O)Cn2c3ccccc3c3ccccc32)CC1 (configuration not stated) | 9% | 59 | -61% | 0 | 69 | -10 | 0 | 61 | 61
CCC(c1nnnn1Cc1ccccc1)N(Cc1ccco1)Cc1cc2cc(OC)ccc2[nH]c1=O (configuration not stated) | -6% | 16 | -13% | 15 | 12 | 4 | -15 | 171 | 171
O=C(NC(NC(=S)Nc1ccc(Cl)cc1Cl)C(Cl)(Cl)Cl)c1cccc([N+](=O)[O-])c1 (configuration not stated) | 6% | / | -18% | -12 | / | / | 12 | 118 | 118
OC(Cn1cncn1)c1ccc(Cl)cc1 (configuration not stated) | -6% | 97 | 14% | 3 | 102 | -5 | -3 | 130 | 130
O=C(Nc1ncc(Cc2cccc(Cl)c2)s1)C1CCCO1 (configuration not stated) | -4% | 92 | -8% | 5 | 67 | 25 | -5 | 132 | 132
CC(Sc1nc(-c2ccccc2)cc(=O)[nH]1)C(=O)O (configuration not stated) | 5% | 96 | 16% | -3 | 105 | -9 | 3 | 186 | 186
CCC(NC(=O)C1CCC1)c1ccccc1 (configuration not stated) | / | 89 | / | 3 | 96 | -6 | -3 | 144 | 144
O=C(NC1CCCCC1)c1ccc(CS(=O)(=O)Cc2ccccc2F)o1 | / | 80 | / | 18 | 83 | -3 | -18 | 143 | 143
Cc1ccc(NS(=O)(=O)c2ccc(CCC(=O)NC3CC3)cc2)cc1 | 5% | 100 | 18% | 5 | 101 | -2 | -5 | 159 | 159
Cn1c(-c2cc(Br)ccc2O)n[nH]c1=S | -4% | 100 | -17% | / | 94 | 6 | / | / | /
COc1cc(C(=O)N(Cc2ccc(N(C)C)cc2)C2CCS(=O)(=O)C2)cc(OC)c1OC (configuration not stated) | -1% | 80 | -43% | 12 | 83 | -3 | -12 | 90 | 90
CCOc1ccc(/C(O)=C2/C(=O)C(=O)N(CC3CCCO3)C2c2ccc(C)o2)cc1 (configuration not stated) | 1% | 79 | -9% | 15 | 85 | -6 | -15 | 183 | 183
CCCCn1c(=O)n(CC(=O)NCc2ccc(C)cc2)c(=O)c2c1nc(CO)n2CCC | -4% | 85 | -18% | -5 | 71 | 14 | 4 | 109 | 109
Cc1occc1C(=O)Nc1ccc(Br)cc1F | 5% | 68 | 0% | 2 | 76 | -8 | -2 | 130 | 130
O=C(c1ccccc1Oc1ccccc1)N1CCN(c2ccccc2F)CC1 | -1% | 85 | -37% | 3 | 87 | -2 | -3 | 108 | 108
Cc1ccc2nsnc2c1S(=O)(=O)N(CCO)Cc1cc2cc3c(cc2[nH]c1=O)OCCO3 | 3% | 76 | -13% | / | 80 | -4 | / | / | /
CCN(CC)c1ccc(C=Nc2ccccc2)c(O)c1 | / | 123 | / | 7 | 90 | 33 | -7 | 145 | 145
COc1ccccc1CNC(=O)CCC(=O)Nc1nnc(C)s1 | -3% | 90 | 4% | 27 | 84 | 7 | -27 | 112 | 112
CCOC(=O)c1ccc(N2C(=O)CC(N3CCN(C(=O)c4ccco4)CC3)C2=O)cc1 (configuration not stated) | 2% | 89 | -14% | -10 | 84 | 5 | 10 | 173 | 173
Cc1ccccc1C(=O)NC1CCN(Cc2nnnn2Cc2ccccc2)CC1 | -6% | 97 | -14% | -5 | 102 | -5 | 5 | 152 | 152
Cc1ccc(-n2c(Cc3cccs3)nnc2SCC(N)=O)cc1 | -2% | 112 | -12% | -2 | 96 | 16 | -7 | 117 | 41
O=C(Cn1c(=O)c2c(ncn2Cc2ccccc2)n(Cc2ccccc2)c1=O)N1CCCC1 | -8% | / | -38% | / | / | / | / | / | /
CC(CN1CCCCC1)OC(=O)C(C)(c1ccccc1)c1ccccc1 (configuration not stated) | -7% | 80 | -77% | 12 | 78 | 2 | -12 | 190 | 190

# Some of these compounds in order of heavy-atom count, ascending.
compound | Bcl-B displacement | MRP reversal cytotoxicity | PLAP inhibitors HTS | NFkB transloc pot | MRP reversal with doxorubicin | MRP reversal | NFkB transloc inh | NFkB transloc inh cell count 2 µM | NFkB transloc pot cell count 2 µM
Cc1ccc(-n2c(Cc3cccs3)nnc2SCC(N)=O)cc1 | -2% | 112 | -12% | -2 | 96 | 16 | -7 | 117 | 41
Cc1ccc(NS(=O)(=O)c2ccc(CCC(=O)NC3CC3)cc2)cc1 | 5% | 100 | 18% | 5 | 101 | -2 | -5 | 159 | 159
CC(CN1CCCCC1)OC(=O)C(C)(c1ccccc1)c1ccccc1 (configuration not stated) | -7% | 80 | -77% | 12 | 78 | 2 | -12 | 190 | 190
O=C(O)CSc1nnc(Cn2cnc3ccccc32)n1CCc1ccccc1 | 8% | 98 | -47% | -6 | 95 | 3 | 6 | 106 | 106
CCOc1ccc(/C(O)=C2/C(=O)C(=O)N(CC3CCCO3)C2c2ccc(C)o2)cc1 (configuration not stated) | 1% | 79 | -9% | 15 | 85 | -6 | -15 | 183 | 183
CCC(c1nnnn1Cc1ccccc1)N(Cc1ccco1)Cc1cc2cc(OC)ccc2[nH]c1=O (configuration not stated) | -6% | 16 | -13% | 15 | 12 | 4 | -15 | 171 | 171

# Next results follow.
compound | Bcl-B displacement | MRP reversal cytotoxicity | PLAP inhibitors HTS | NFkB transloc pot | MRP reversal with doxorubicin | MRP reversal | NFkB transloc inh | NFkB transloc inh cell count 2 µM | NFkB transloc pot cell count 2 µM
O=C(COC(=O)C1COc2ccccc2O1)Nc1ccc2c(c1)CCC2 (configuration not stated) | -3% | 100 | 7% | -3 | 96 | 3 | 3 | 96 | 96
Nc1ccccc1N1CCN(C(=O)c2ccccc2)CC1 | / | 90 | / | 14 | 96 | -6 | -14 | 129 | 129
COc1ccc(OC)c(NS(=O)(=O)c2ccc(N3CCCC3=O)cc2)c1 | -14% | / | -13% | / | / | / | / | / | /
Brc1cc2c(cc1COc1ccc(-c3nn[nH]n3)cc1)OCO2 | / | 93 | / | 21 | 124 | -31 | -20 | 141 | 141
C/C(N)=C(/C#N)C(=O)COC(=O)CC12CC3CC(CC(C3)C1)C2 | 10% | 103 | 3% | -20 | 96 | 7 | 20 | 53 | 53
Cc1ccc(-n2c(=O)[nH]cc(C(=O)N3CCc4ccccc43)c2=O)cc1C | -1% | 98 | -4% | 5 | 89 | 9 | -4 | 194 | 194
COc1ccccc1N=c1oc2cc(O)ccc2cc1C(=O)NCC1CCCO1 (configuration not stated) | 2% | 79 | -19% | 0 | 80 | -1 | 0 | 184 | 184
CCCCc1cc(=O)oc2cc(OCc3cc(OC)c(OC)c(OC)c3)c(Cl)cc12 | 3% | / | -16% | 18 | / | / | -18 | 143 | 143
COc1ccccc1N(CC(=O)NC1CCCCC1)C(=O)c1csnn1 | / | 95 | / | 6 | 77 | 18 | -6 | 151 | 151
CCn1c(=O)cc(SCC(=O)N2CCN(Cc3ccc4c(c3)OCO4)CC2)c2ccccc21 | -12% | 64 | -52% | -10 | 64 | 0 | 10 | 118 | 118
Oc1ccccc1-c1n[nH]c(=S)n1Cc1ccco1 | -3% | 82 | -95% | 9 | 97 | -15 | -9 | 150 | 150
COc1ccc(CC(NC(C)=O)C(=O)NC2CCN(S(=O)(=O)c3cccc4ccccc34)CC2)cc1OC (configuration not stated) | -5% | 85 | -63% | 6 | 87 | -2 | -6 | 186 | 186
CSC1=N/C(=C\c2ccc(C)o2)C(=O)S1 | -27% | 88 | -3% | 7 | 85 | 3 | -7 | 195 | 195
CCCn1c(SCC#N)nc2c(c1=O)C1(CCCC1)Cc1ccccc1-2 | -1% | 70 | -10% | -18 | 65 | 4 | 18 | 4 | 4
N=c1c(C(=O)NCc2ccc(F)cc2)cc2c(=O)n3ccccc3nc2n1CCCN1CCOCC1 | 7% | 60 | -37% | / | 65 | -5 | / | / | /
O=C(NCC1CCCO1)c1c(O)c2cccc3c2n(c1=O)CCC3 (configuration not stated) | 3% | / | -2% | -2 | / | / | 2 | 136 | 136
CC1=C(C(=O)OC(C)(C)C)C(c2ccco2)C(C#N)=C(N)O1 (configuration not stated) | 4% | 91 | -14% | -2 | 84 | 6 | 2 | 152 | 152
NS(=O)(=O)c1ccc(S(=O)(=O)N2CCCC2)cc1 | 12% | 102 | 2% | -2 | 92 | 10 | 2 | 113 | 113
COc1nnc(-c2ccc(N3CCCCC3)c(NC(=O)C3CCCCC3)c2)c2ccccc12 | 0% | 9 | -65% | 2 | 21 | -12 | -2 | 202 | 202
Cc1ccc(-c2cn3c(=O)cc(C)[nH]c3n2)cc1 | -4% | / | 10% | -2 | / | / | 2 | 148 | 148
O=C(NCc1ccccn1)C1CCCN(S(=O)(=O)c2cccc3nsnc23)C1 (configuration not stated) | 7% | 96 | 5% | 11 | 90 | 7 | -11 | 208 | 208
COC(=O)c1ccc(COC(=O)c2c(C)nn(Cc3ccccc3Cl)c2Cl)o1 | -5% | 80 | -37% | 22 | 77 | 2 | -22 | 151 | 151
